PAFAH1B2 inh = PAFAH1B2 enzyme inhibitors, primary screen, biochemical, fluorescence polarization, human. Platelet-activating factor acetylhydrolase IB subunit alpha2 (Homo sapiens), P68402. recombinant PAFAH1B2, FP-rhodamine activity probe. inhibition, % at 3.39 µM. 340,000 compounds, 1.2% hits. AID 492953, 2010;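 active = inhibition above the mean of all tested compounds plus 3 SD, cut at about 24% in these data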;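 note: 0% = enzyme with DMSO and 100% = wells lacking PAFAH1B2; many of its hits are not listed in these tables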
PAFAH1B3 FP inh = PAFAH1B3 enzyme inhibitors, primary screen, biochemical, fluorescence polarization, human; recombinant PAFAH1B3, FP-rhodamine probe; 340,000 compounds, 0.28% hits; Platelet-activating factor acetylhydrolase IB subunit alpha1 (Homo sapiens), Q15102; inhibition, % at 3.39 µM;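 active = inhibition above the screen-wide average of all tested compounds plus 3 SD, cut at about 25% in these data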;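 note: 0% = enzyme with DMSO only and 100% = wells lacking PAFAH1B3 protein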
PAFAH2 FP inh = PAFAH2 enzyme inhibitors, primary screen, biochemical, fluorescence polarization, human; inhibition, % at 3.39 µM; AID 492956, 2010; 340,000 compounds, 0.99% hits; recombinant PAFAH2, FP-rhodamine activity probe;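 active = inhibition above the mean over all tested compounds plus 3 SD, cut at about 30% in these data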;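 note: inhibitors block probe labeling of enzyme so polarization drops; 0% = enzyme with DMSO and 100% = wells lacking PAFAH2 protein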
LYPLA2 inh = LYPLA2 inhibitors, primary screen, counter-screen for PME1 inhibitor project, biochemical, fluorescence polarization, FP-Rh probe ABPP; AID 2177, 2009; Acyl-protein thioesterase 2 (Homo sapiens), O95372; 320,000 compounds, 0.38% hits; recombinant LYPLA2; inhibition, % at 5.9 µM;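 active = inhibition above the screen-wide mean plus 3 SD, limit set per campaign, cut at about 26% in these data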;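 note: 0% = LYPLA2 with DMSO and 100% = wells lacking LYPLA2 enzyme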
LYPLA1 counter = LYPLA1 inhibitors, primary screen, counter-screen for PME1 inhibitor project, biochemical, fluorescence polarization, FP-Rh probe ABPP | recombinant LYPLA1 | 320,000 compounds, 0.16% hits | inhibition, % at 5.9 µM | AID 2174, 2009;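 active = inhibition above the mean of all tested compounds plus 3 SD, set per campaign, cut at about 14% in these data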;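 note: inhibitors block serine hydrolase probe labeling of LYPLA1 so polarization falls; 0% = enzyme with DMSO and 100% = wells lacking LYPLA1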
ZTA counter = ZTA (EBV) inhibition in EBNA-1 counter-screen; P03206; ZTA-DNA binding, fluorescence polarization; inhibition, % at 11 µM; 320,000 compounds, 0.15% hits; in the data active = inhibition above about 33%
Target sequence (P03206 whole entry, looked up): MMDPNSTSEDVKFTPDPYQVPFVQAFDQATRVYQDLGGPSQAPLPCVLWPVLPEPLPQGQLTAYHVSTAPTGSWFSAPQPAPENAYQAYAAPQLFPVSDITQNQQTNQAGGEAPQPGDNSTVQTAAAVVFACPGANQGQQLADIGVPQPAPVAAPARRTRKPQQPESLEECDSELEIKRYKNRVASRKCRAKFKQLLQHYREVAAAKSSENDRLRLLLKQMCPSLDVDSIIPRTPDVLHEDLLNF
pPAFAH inh = pPAFAH enzyme inhibitors, primary screen, biochemical, fluorescence polarization, human. inhibition, % at 3.39 µM. Platelet-activating factor acetylhydrolase (Homo sapiens), Q13093. 330,000 compounds, 1.5% hits. recombinant pPAFAH, FP-rhodamine probe fluorescence polarization. AID 463082, 2010;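 active = inhibition above the mean inhibition across the screen plus 3 SD, cut at about 25% in these data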;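 note: inhibitors block binding of the rhodamine activity-based probe so polarization drops; 0% = enzyme with DMSO and 100% = wells lacking pPAFAH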
EBNA-1 inh = EBNA-1 DNA-binding inhibitors, primary screen, biochemical, fluorescence polarization. inhibition, % at 14.8 µM. 300,000 compounds, 0.34% hits. AID 1950, 2009; in the data active = inhibition above about 28%
PREPL inhibitor = PREPL enzyme inhibitors, primary screen, biochemical, fluorescence polarization; Prolyl endopeptidase-like (Homo sapiens), Q4J6C6; recombinant PREPL, fluorescence polarization activity-based probe; inhibition, % at 5.96 µM; 320,000 compounds, 0.68% hits; AID 2751, 2010; in the data active = inhibition above about 43%;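 note: 0% = enzyme with DMSO and 100% = wells lacking enzyme; many of its hits are not listed in these tables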
Target sequence (Q4J6C6 whole entry, looked up): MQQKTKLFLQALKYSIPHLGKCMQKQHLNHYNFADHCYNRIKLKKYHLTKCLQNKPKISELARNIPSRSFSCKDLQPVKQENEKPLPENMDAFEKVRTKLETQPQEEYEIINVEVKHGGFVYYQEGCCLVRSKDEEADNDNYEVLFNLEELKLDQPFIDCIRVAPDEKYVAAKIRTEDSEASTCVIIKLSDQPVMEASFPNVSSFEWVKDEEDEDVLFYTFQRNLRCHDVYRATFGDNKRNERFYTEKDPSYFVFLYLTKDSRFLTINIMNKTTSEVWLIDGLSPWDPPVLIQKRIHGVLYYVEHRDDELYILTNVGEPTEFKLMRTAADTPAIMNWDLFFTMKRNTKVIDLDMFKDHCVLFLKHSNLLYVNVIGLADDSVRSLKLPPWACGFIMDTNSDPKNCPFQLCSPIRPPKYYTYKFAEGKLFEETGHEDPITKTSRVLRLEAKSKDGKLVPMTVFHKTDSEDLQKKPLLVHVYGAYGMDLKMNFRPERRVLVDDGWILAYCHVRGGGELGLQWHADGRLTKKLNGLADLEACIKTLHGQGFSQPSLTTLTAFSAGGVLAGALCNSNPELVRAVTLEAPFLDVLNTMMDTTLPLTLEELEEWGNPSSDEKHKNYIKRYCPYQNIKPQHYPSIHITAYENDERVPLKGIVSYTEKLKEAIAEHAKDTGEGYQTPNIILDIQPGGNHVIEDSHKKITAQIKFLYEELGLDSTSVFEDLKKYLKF
* marks the source's active call; other numbers are inactive results; · = no result given. The list is partial; rates above refer to the full screens.

#1 CC(=O)Nc1ccc(S(=O)(=O)N2CCC(NC(C)=O)(c3cccc(F)c3)CC2)cc1
#2 O=C(Cn1c(=O)c(=O)n(Cc2ccccc2)c2ccc(Cl)cc21)NCC1CCCO1 (centres undefined)
#3 O=C(NCc1ccccc1)c1nc2c(nnn2Cc2cccc(Cl)c2)c(=O)[nH]1
#4 O=c1/c(=C\c2ccc(O)cc2)sc2n1C(c1ccccc1)C(c1ccccc1)=NN=2 (centres undefined)
#5 CC1CCN(C(=O)c2ccc3c(c2NCCO)C(=O)c2ccccc2C3=O)CC1
#6 COc1ccc(C2=NOC(C(=O)Nc3cc(Br)ccc3O)C2)cc1OC (centres undefined)

Assay by compound	1	2	3	4	5	6
PAFAH1B2 inh	2	7	8	-5	-1	-4
PAFAH1B3 FP inh	3	3	9	-7	-4	-8
PAFAH2 FP inh	-5	-2	8	-26	-2	-5
LYPLA2 inh	-9	3	4	-21	-3	-7
LYPLA1 counter	-5	-2	4	-18	-1	-8
ZTA counter	6	7	18	-2	-10	2
pPAFAH inh	27*	4	5	3	12	2
EBNA-1 inh	3	-1	10	2	-4	-4
PREPL inhibitor	-5	2	6	6	22	9

Grouped by structure, those above with a Cl atom.
#2 O=C(Cn1c(=O)c(=O)n(Cc2ccccc2)c2ccc(Cl)cc21)NCC1CCCO1 (centres undefined)
#3 O=C(NCc1ccccc1)c1nc2c(nnn2Cc2cccc(Cl)c2)c(=O)[nH]1

Assay by compound	2	3
PAFAH1B2 inh	7	8
PAFAH1B3 FP inh	3	9
PAFAH2 FP inh	-2	8
LYPLA2 inh	3	4
LYPLA1 counter	-2	4
ZTA counter	7	18
pPAFAH inh	4	5
EBNA-1 inh	-1	10
PREPL inhibitor	2	6

(further entries)
#7 CCCOC(=O)Nc1cc(OC)c(Cl)cc1OC
#8 O=C(c1cc(-c2cccc(Br)c2)nc2ccccc12)N1CCCC1
#9 C[n+]1ccc(/C=C/c2ccccc2O)c2ccccc21
#10 COc1ccc(N2CCN(C(=O)CSc3nnc(NC(=O)C4CCC4)s3)CC2)cc1
#11 Fc1ccc(-c2nc3c(-c4ccccc4)cnn3cc2CCN2CCOCC2)cc1
#12 Cc1c(C)c2ccc(OCC(=O)NC(Cc3ccc(Cl)cc3)C(=O)O)cc2oc1=O (centres undefined)

Assay by compound	7	8	9	10	11	12
PAFAH1B2 inh	1	3	4	3	2	10
PAFAH1B3 FP inh	-5	-3	5	3	4	3
PAFAH2 FP inh	4	7	6	-4	-11	-4
LYPLA2 inh	5	2	-7	8	2	4
LYPLA1 counter	2	-4	-1	0	1	0
ZTA counter	-18	-2	4	-7	-1	2
pPAFAH inh	2	15	0	2	2	6
EBNA-1 inh	0	3	14	-10	-7	-2
PREPL inhibitor	16	-2	20	27	3	6

#13 C[C@H]1CN([C@@H](C)CO)C(=O)Cc2cc(NC(=O)CCC(F)(F)F)ccc2O[C@H]1CN(C)CC1CC1
#14 Cn1c(SCC(=O)NCCc2ccccc2)nc2c([nH]c3ccccc32)c1=O
#15 O=C(C[n+]1cccc2ccccc21)c1ccc(Cl)cc1
#16 Cc1ccc2c(C)c(C(=O)NCc3ccc(S(N)(=O)=O)cc3)oc2c1C
#17 CC(C)Cc1ccc(S(=O)(=O)N2CCN(C(=O)c3ccco3)CC2)cc1
#18 O=C1N=C(N2CCOCC2)S/C1=C\c1ccccc1OS(=O)(=O)c1ccccc1

Assay by compound	13	14	15	16	17	18
PAFAH1B2 inh	7	10	-2	6	4	0
PAFAH1B3 FP inh	12	0	-3	1	1	7
PAFAH2 FP inh	13	-1	3	-3	3	-1
LYPLA2 inh	·	-6	2	-2	-1	-4
LYPLA1 counter	·	-4	-3	-3	0	0
ZTA counter	·	12	4	4	-5	-17
pPAFAH inh	0	-1	1	1	10	2
EBNA-1 inh	·	4	-3	13	7	-9
PREPL inhibitor	-2	2	12	0	-87	-14

#19 O=C(Nc1c2c(nn1-c1ccc(Cl)cc1)CS(=O)(=O)C2)c1ccc2c(c1)OCO2
#20 NC(=O)C1CCN(c2nnnn2-c2ccccc2)CC1
#21 COc1ccccc1Nc1cc(C(=O)NCc2cccnc2)c2ccccc2n1
#22 O=C(NCCCN1CCOCC1)c1ccccc1NS(=O)(=O)c1cc([N+](=O)[O-])ccc1Cl
#23 CCN(CC)C(=O)Cn1cc(C(=O)C(=O)N2CCN(C)CC2)c2ccccc21
#24 O=C(NNC1=NS(=O)(=O)c2ccccc21)c1cccc([N+](=O)[O-])c1

Assay by compound	19	20	21	22	23	24
PAFAH1B2 inh	7	4	6	2	8	5
PAFAH1B3 FP inh	-6	3	1	8	7	2
PAFAH2 FP inh	0	5	4	0	-8	5
LYPLA2 inh	4	4	2	-2	5	4
LYPLA1 counter	1	1	0	1	1	-2
ZTA counter	-1	0	-7	7	7	4
pPAFAH inh	5	-4	4	3	-2	4
EBNA-1 inh	2	-7	-14	7	-15	3
PREPL inhibitor	6	-5	-9	-2	1	0

Retrieved by compound from the list above:
#24 O=C(NNC1=NS(=O)(=O)c2ccccc21)c1cccc([N+](=O)[O-])c1
#22 O=C(NCCCN1CCOCC1)c1ccccc1NS(=O)(=O)c1cc([N+](=O)[O-])ccc1Cl
#19 O=C(Nc1c2c(nn1-c1ccc(Cl)cc1)CS(=O)(=O)C2)c1ccc2c(c1)OCO2

Assay by compound	24	22	19
PAFAH1B2 inh	5	2	7
PAFAH1B3 FP inh	2	8	-6
PAFAH2 FP inh	5	0	0
LYPLA2 inh	4	-2	4
LYPLA1 counter	-2	1	1
ZTA counter	4	7	-1
pPAFAH inh	4	3	5
EBNA-1 inh	3	7	2
PREPL inhibitor	0	-2	6

Continuation:
#25 COc1ccc(/C=N/NC(=O)c2ccc(Br)cc2)cc1Cn1cc(Cl)cn1
#26 Cc1cc(C)c2nc(NC(=O)[C@@H](NC(=O)c3cccc(S(=O)(=O)N4CCOCC4)c3)C(C)C)sc2c1
#27 CCCN(CCC)S(=O)(=O)c1cc(Br)cc2c1N(C(=O)CC)CC2
#28 CCN(C(=O)CSc1nc2nc(C)cc(C)n2n1)C1CCS(=O)(=O)C1 (centres undefined)
#29 CC1=CCC2C(=O)N(c3cccc(C(=O)NC(C)c4ccccc4)c3)C(=O)C2C1 (centres undefined)
#30 CCOC(=O)C1CCN(C(=O)Cc2ccc(C)cc2)CC1

Assay by compound	25	26	27	28	29	30
PAFAH1B2 inh	4	-7	3	7	2	5
PAFAH1B3 FP inh	-2	-10	6	7	11	6
PAFAH2 FP inh	-1	-6	-3	2	3	-3
LYPLA2 inh	-8	-26	4	3	-1	-3
LYPLA1 counter	-5	-9	-1	4	-3	1
ZTA counter	7	-10	-7	-2	-2	-5
pPAFAH inh	5	-3	-1	-6	4	0
EBNA-1 inh	32*	-13	-7	-11	9	-4
PREPL inhibitor	-10	11	-57	-8	-16	2

#31 COc1ccccc1C(=O)Oc1ccc2ccc(=O)oc2c1
#32 COc1ccc(/C=N/NC(=O)c2cccnc2)cc1CN1CCc2cc(OC)c(OC)cc2C1C (centres undefined)
#33 C=C1CCN(c2ccc(C(=O)NCc3ccc(OC)cc3)cc2[N+](=O)[O-])CC1
#34 CCCN(CC(=O)Nc1ccccc1C)C(=O)CSc1ccccc1C
#35 CC(C)N1CC(C(=O)Nc2ccc(Cl)c(Cl)c2)CC1=O (centres undefined)
#36 Cc1ccc(NC(=O)COc2cccc(-n3cnnn3)c2)cc1S(=O)(=O)N1CCOCC1

Assay by compound	31	32	33	34	35	36
PAFAH1B2 inh	1	-2	20	1	2	-7
PAFAH1B3 FP inh	6	5	5	1	13	4
PAFAH2 FP inh	-7	-2	-2	6	-4	-1
LYPLA2 inh	1	-1	-5	6	-1	-4
LYPLA1 counter	-3	2	-5	1	-4	-4
ZTA counter	1	-10	-12	6	-19	5
pPAFAH inh	8	0	1	2	3	5
EBNA-1 inh	8	-2	6	·	-1	·
PREPL inhibitor	18	-1	14	-4	15	8

#37 COC(=O)c1c(CSc2ccc(C)c(C)c2)noc1C(=O)NCc1ccc(OC)cc1
#38 Cc1cccc(NC(=O)c2cc(Cl)nc3ccccc23)n1
#39 O=C(Cn1ncc2c3ccccc3n(Cc3ccccc3)c2c1=O)NCc1ccccn1
#40 CC(C)OC(=O)c1cc2c(=O)[nH]c(C(Cl)(Cl)Cl)nc2o1
#41 COc1cc(C(=O)O)cc(Br)c1OC1CCCC1
#42 CCCCN(C(=O)c1ccccc1F)c1c(N)n(CCC)c(=O)[nH]c1=O

Assay by compound	37	38	39	40	41	42
PAFAH1B2 inh	2	4	-1	0	14	0
PAFAH1B3 FP inh	3	7	4	9	-3	9
PAFAH2 FP inh	-12	5	1	6	7	2
LYPLA2 inh	-12	5	4	0	-4	1
LYPLA1 counter	-7	0	3	0	-3	-2
ZTA counter	19	8	1	-8	7	7
pPAFAH inh	-1	2	0	-1	1	6
EBNA-1 inh	8	7	-7	4	3	10
PREPL inhibitor	-9	3	-31	1	5	-2

#43 CCN(CC)C(=O)Oc1nnc(SC(C)C)n1-c1ccc(Cl)c(Cl)c1
#44 CC(=O)OC(C(=O)NC1CCCCC1)c1ccccc1Cl (centres undefined)
#45 Cc1ccc(S(=O)(=O)CC(=O)c2ccc(C)c([N+](=O)[O-])c2)cc1
#46 CCOC(=O)C1[C@H]2C(=O)N(CCCOC)C[C@]23C=C[C@H]1O3 (some centres undefined)
#47 CCOC(=O)C1(CCOC)CCN(CC(C)Cc2ccc3c(c2)OCO3)CC1 (centres undefined)
#48 Cc1ccc(NC(=O)Cn2ccsc2=N)cc1S(=O)(=O)N(C)C
#49 CCOc1ccc(N2C(=O)C(CC(=O)Nc3ccc(F)cc3)N(Cc3ccccn3)C2=S)cc1 (centres undefined)
#50 NC(=O)CCC(NS(=O)(=O)c1ccc(Cl)cc1)C(=O)NCc1ccccc1 (centres undefined)

Assay by compound	43	44	45	46	47	48	49	50
PAFAH1B2 inh	6	0	8	2	6	1	3	·
PAFAH1B3 FP inh	11	2	3	4	4	5	10	·
PAFAH2 FP inh	-7	2	0	-6	-2	-2	10	·
LYPLA2 inh	5	7	4	8	2	8	9	-2
LYPLA1 counter	0	6	1	4	-1	4	0	-5
ZTA counter	-1	9	11	-5	3	-2	-8	0
pPAFAH inh	15	2	1	10	-2	2	9	0
EBNA-1 inh	1	-6	9	-4	-1	5	-2	-8
PREPL inhibitor	0	1	-11	17	9	0	-7	-5

Screening data (PubChem)
